A3A deaminase – inhibitors of human APOBEC3A DNA deaminase. P31941. recombinant A3A, FAM/TAMRA ssDNA deamination fluorescence. inhibition, % at 20 µM. actives 0.41% (n = 330,000);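 active = at least 40% inhibition at 20 µM here, with at most 30% in a related deaminase screen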;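 note: plate controls were A3A with DMSO for no effect and wells lacking A3A enzyme for full effect; some results filed as inactive read as strong as hits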
Target sequence (P31941 whole entry, looked up): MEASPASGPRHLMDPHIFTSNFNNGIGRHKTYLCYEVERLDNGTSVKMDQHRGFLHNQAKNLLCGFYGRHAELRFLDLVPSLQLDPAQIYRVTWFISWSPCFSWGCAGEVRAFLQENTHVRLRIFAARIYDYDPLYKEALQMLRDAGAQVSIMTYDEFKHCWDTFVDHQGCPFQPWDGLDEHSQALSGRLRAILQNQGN
CXCR6 block – CXCR6 (human) receptor inhibition; O00574; CHO-K1 PathHunter CXCR6 beta-arrestin, luminescence; inhibition, % at 20 µM; actives 0.36% (n = 360,000); in the data active = inhibition above about 34%, passing the limit was not always enough;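 note: antagonist mode with CXCL16 agonist at 10 nM final; 0% = 10 nM CXCL16 with DMSO and 100% = unstimulated wells without agonist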
Target sequence (O00574 whole entry, looked up): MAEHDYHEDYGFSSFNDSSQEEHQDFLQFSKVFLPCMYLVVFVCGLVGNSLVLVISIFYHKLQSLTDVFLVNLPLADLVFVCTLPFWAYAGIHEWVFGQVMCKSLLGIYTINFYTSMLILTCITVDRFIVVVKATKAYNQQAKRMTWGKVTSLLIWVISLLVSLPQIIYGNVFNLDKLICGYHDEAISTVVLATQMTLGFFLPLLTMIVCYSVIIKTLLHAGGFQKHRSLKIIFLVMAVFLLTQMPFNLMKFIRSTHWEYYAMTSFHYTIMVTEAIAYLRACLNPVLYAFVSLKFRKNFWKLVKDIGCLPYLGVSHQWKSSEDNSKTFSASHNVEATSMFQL
APOBEC3G inh – blocks human APOBEC3G single-stranded DNA deamination; Q9HC16; recombinant A3G, ssDNA deamination FAM/TAMRA fluorescence; inhibition, % at 20 µM; actives 0.28% (n = 330,000);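 active = inhibition of at least 40% at 20 µM, with no more than 30% in the related APOBEC3A deaminase screen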;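 note: plate controls were DMSO wells with A3G for no effect and wells lacking A3G enzyme for full effect; some compounds called inactive have numbers as strong as hits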
CCR6 antagonist – CCR6 (human) receptor antagonism; P51684; CHO-K1 CCR6 PathHunter beta-arrestin, luminescence, CCL20-stimulated; inhibition, % at 20 µM; actives 0.49% (n = 340,000); AID 493098;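 active = compounds whose inhibition of the agonist-driven luminescence signal at 20 µM reaches about 50%, limit read from the data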;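 note: cells stimulated with CCL20 at 14 nM final; plate controls were DMSO with CCL20 for no effect and DMSO without agonist for full effect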
NR3A LBD binder – modulators (binders) of human NR3A ligand-binding domain; NR3A LBD differential scanning fluorimetry, Tm shift; 0% = protein alone, 100% = glycine-bound protein; Tm shift relative to glycine control, % at 25 µM; actives 2.5% (n = 340,000); AID 1259313;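 active = melting temperature shift of at least 10% of the positive control shift, at one fixed dose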
MPTP block – inhibitors of mitochondrial permeability transition pore. isolated mouse mitochondria, Ca2+ swelling absorbance, 30 min. inhibition, % at 10 µM. actives 1.4% (n = 360,000);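 active = inhibition of 50% or more, scaled per plate between neutral and stimulator controls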;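 note: 0% = DMSO wells given calcium and 100% = 1 mM EGTA wells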
Gli-Sufu antag – Gli-Sufu pathway antagonism; Sufu-KO-LIGHT fibroblasts, Gli luciferase reporter luminescence; inhibition, % at 5 µM; actives 0.74% (n = 340,000);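 active = inhibition above about 55%, limit read from the data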;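 note: 0% = DMSO-treated cells and 100% = wells with medium but no cells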
EBI2 antag – EBI2 (human) antagonism | P32249 | EBI2 beta-arrestin recruitment, luminescence, 7a,25-OHC stimulated | inhibition, % at 5 µM | actives 0.81% (n = 360,000) | AID 651636; in the data active = inhibition above about 38%;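 note: enzyme fragment complementation signal reports receptor beta-arrestin coupling in cells; 0% = agonist plus DMSO wells and 100% = wells without agonist; some results beyond the cut were filed as inactive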
Target sequence (P32249 whole entry, looked up, the tested form may be a part): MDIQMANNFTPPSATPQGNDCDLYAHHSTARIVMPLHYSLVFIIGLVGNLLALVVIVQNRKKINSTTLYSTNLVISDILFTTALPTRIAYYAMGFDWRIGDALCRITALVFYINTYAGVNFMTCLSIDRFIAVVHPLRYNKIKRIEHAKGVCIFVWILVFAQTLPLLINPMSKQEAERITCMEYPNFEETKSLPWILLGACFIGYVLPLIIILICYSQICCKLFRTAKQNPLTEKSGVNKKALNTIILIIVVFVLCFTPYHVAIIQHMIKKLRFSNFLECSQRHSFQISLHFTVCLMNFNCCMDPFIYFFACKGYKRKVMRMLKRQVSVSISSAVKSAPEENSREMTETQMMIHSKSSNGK
An asterisk follows results filed as active; / = no result given.

[1] COc1ccc(CC(=O)N/N=C/c2cccnc2)cc1OC
[2] COc1ccc(CNC(=O)C(c2ccccc2F)N(C(=O)c2csnn2)C2CC2)cc1 (centres undefined)
[3] CCOC(=O)C1(Cc2cccc(OC)c2)CCCN(Cc2ccc(NC(C)=O)cc2)C1 (centres undefined)
[4] COC(=O)[C@H](CCSC)NC(=O)Nc1ccc(OC)cc1
[5] Cc1ccc2c(C(=O)CN3CCOCC3)c(C)[nH]c2c1
[6] O=C1Nc2ccccc2C(=O)C1(Cl)Cc1ccccc1 (centres undefined)
[7] Cc1c(C(=O)NCC2CCCO2)oc2ccc(Br)cc12 (centres undefined)
[8] CCOC(=O)C1=C(CP(=O)(c2ccccc2)c2ccccc2)NC(=O)NC1c1ccc(OC)cc1 (centres undefined)
Assay by compound	1	2	3	4	5	6	7	8
EBI2 antag	0	2	8	-6	8	1	6	-13
CCR6 antagonist	1	12	15	11	-2	-12	2	12
APOBEC3G inh	0	-5	-7	0	-3	17	9	-5
Gli-Sufu antag	0	-13	1	-17	-1	8	-45	3
CXCR6 block	-8	-3	9	9	10	-10	-5	-4
NR3A LBD binder	-1	-2	-4	1	4	2	-1	-7
A3A deaminase	-1	-4	-5	1	-3	2	1	2
MPTP block	-0.6	0.5	0.2	-1.8	-4.0	0.2	-1.0	3.7

Compound profiles, from the list above. Values in the order: EBI2 antag	CCR6 antagonist	APOBEC3G inh	Gli-Sufu antag	CXCR6 block	NR3A LBD binder	A3A deaminase	MPTP block
CCOC(=O)C1=C(CP(=O)(c2ccccc2)c2ccccc2)NC(=O)NC1c1ccc(OC)cc1 (centres undefined) reads -13	12	-5	3	-4	-7	2	3.7
CCOC(=O)C1(Cc2cccc(OC)c2)CCCN(Cc2ccc(NC(C)=O)cc2)C1 (centres undefined) reads 8	15	-7	1	9	-4	-5	0.2

Additional structures.
[9] CCCN(c1ccccc1C(=O)O)S(=O)(=O)c1ccc2c(c1)n(C)c(=O)n2C
[10] Cc1cc(N/N=C/c2ccc(O)cc2O)c2ccccc2n1
[11] Cc1ccc2ccc3cccnc3c2n1
[12] O=C1CS(=O)CN1c1ccc(Oc2ccccc2)cc1 (centres undefined)
[13] CC(C(=O)O)c1n[nH]c(=O)c2ccccc12 (centres undefined)
[14] NNC(=S)NCc1ccccc1
[15] C=CCn1c(SCC(=O)NC2CCCC2)nc2c([nH]c3ccccc32)c1=O
[16] O=C(c1cccc(Br)c1)N1CCN(S(=O)(=O)N2CCCCCC2)CC1
Assay by compound	9	10	11	12	13	14	15	16
EBI2 antag	-6	-10	-13	2	-3	3	-7	13
CCR6 antagonist	-6	9	-4	2	6	12	2	6
APOBEC3G inh	4	-2	/	-12	-5	-8	-4	-5
Gli-Sufu antag	0	-13	23	-2	4	-5	1	0
CXCR6 block	-7	4	-4	-5	-6	8	5	-3
NR3A LBD binder	4	0	-1	-2	1	1	-2	7
A3A deaminase	8	-1	/	2	-1	-2	-2	0
MPTP block	0.4	1.2	0.7	1.6	0.0	1.0	1.1	-0.6

[17] CC(=O)c1ccc(N2CCN(S(=O)(=O)c3cn(C)cn3)CC2)cc1
[18] COc1ccc(CC(=O)Nc2ccc(C(=O)NCC(C)C)cc2)cc1
[19] CC1CCCN(C(=O)Cn2c(=O)oc3cc(S(=O)(=O)N4CCCCC4)ccc32)C1 (centres undefined)
[20] CC(C)NC(=O)NC(=O)COc1ccc(Br)cc1Br
[21] CCCc1cc(=O)[nH]c(SCC(=O)N2CCc3ccccc3C2)n1
[22] CN(C)c1ccc(NC(=O)COC(=O)c2cc(Cl)ccc2[N+](=O)[O-])cc1
[23] O=C(NC1CCCCCC1)C1CCCN(S(=O)(=O)c2cnc[nH]2)C1 (centres undefined)
[24] CCC(NS(=O)(=O)c1cn(C)nc1C)c1ccccc1 (centres undefined)
Assay by compound	17	18	19	20	21	22	23	24
EBI2 antag	3	13	-7	1	-2	-12	-5	-11
CCR6 antagonist	0	9	-1	17	-1	13	2	9
APOBEC3G inh	-4	-5	-10	-2	-10	-1	-6	-1
Gli-Sufu antag	-31	-1	5	-99	-8	-7	0	4
CXCR6 block	-4	-4	-1	-1	1	-11	-1	-5
NR3A LBD binder	-1	0	0	-3	2	-2	0	-2
A3A deaminase	-2	0	-3	-1	-4	1	-1	7
MPTP block	0.3	1.0	-2.1	-0.5	0.6	0.3	-1.1	-0.8

[25] O=[N+]([O-])c1cc(S(=O)(=O)Oc2ccccc2)ccc1Cl
[26] CSc1ccccc1OCc1cc(C(=O)N2CCN3CCCC3C2)no1 (centres undefined)
[27] CC(=O)N1CCN(C(=O)c2cccc(NS(=O)(=O)c3ccc(Br)cc3)c2)CC1
[28] Cc1n[nH]c(C)c1S(=O)(=O)N1CCCC(C(=O)NC2CCCc3ccccc32)C1 (centres undefined)
[29] COc1nc(OC)nc(N2CCC(C(=O)Nc3cccc4ccccc34)CC2)n1
[30] Cc1cnc(C(=O)OCC(=O)c2cccc3ccccc23)cn1
[31] O=C(COn1nnc2ccccc21)N1CCN(Cc2ccccc2)CC1
[32] CCc1ccccc1NC(=S)N=Nc1c(O)n(C)c2ccc(S(=O)(=O)N3CCOCC3)cc12
Assay by compound	25	26	27	28	29	30	31	32
EBI2 antag	-6	-11	-10	-6	-7	-2	0	1
CCR6 antagonist	10	1	10	4	-7	-1	2	36
APOBEC3G inh	/	-5	-6	-4	-6	-9	-11	-6
Gli-Sufu antag	15	-11	5	11	3	-2	-29	66*
CXCR6 block	26	2	0	-2	-10	-2	7	10
NR3A LBD binder	1	-2	0	1	4	-3	-2	-10
A3A deaminase	/	-8	1	-2	-3	0	-4	-1
MPTP block	-1.3	-1.3	-1.5	-0.4	4.6	-0.4	-1.4	0.5

[33] c1csc(-c2noc(CN3CCOCC3)n2)c1
[34] CC(=O)C1=C(O)C(=O)N(CCC(=O)O)C1c1ccc(Cl)cc1Cl (centres undefined)
[35] Cc1ncoc1C(=O)NC1CC(C)(C)Cc2c1cnn2-c1ccccc1 (centres undefined)
[36] O=C1CC[C@@]23CCCN2C(=O)CCCC3C1 (some centres undefined)
[37] O=C(CN(C(=O)CCC(=O)Nc1nccs1)c1ccc(F)cc1)NCc1ccc2c(c1)OCO2
[38] CCN1C[C@@H]2[C@@H]3C(=O)N(C)C(=O)[C@@H]3[C@](C)(C1=O)N2C(=O)c1ccccc1
[39] CCOC(=O)c1sc2nccc(OC)c2c1N=CNOC
[40] O=C(NC1CCCN(Cc2ccc(Cl)cc2)C1)C1CCC1 (centres undefined)
Assay by compound	33	34	35	36	37	38	39	40
EBI2 antag	2	-8	-5	-6	5	-6	0	-22
CCR6 antagonist	5	-5	4	5	11	-6	6	11
APOBEC3G inh	-4	-4	-2	4	4	/	-6	-8
Gli-Sufu antag	-17	-1	-3	55*	6	2	-1	0
CXCR6 block	1	-4	-8	-2	8	-4	-2	-7
NR3A LBD binder	-1	1	1	-2	0	1	-1	0
A3A deaminase	2	-3	2	1	-7	/	1	1
MPTP block	1.0	-0.6	0.9	0.0	-0.8	-0.4	-0.7	0.7

[41] COc1ccc(Cl)cc1NC(=O)CNc1ccccc1CN(C)C1CCCCC1
[42] Brc1cccc(OCCCN2CCCCCC2)c1
[43] CCOC(=O)C1(CC2CCCCO2)CCN(C2CCSCC2)CC1 (centres undefined)
[44] Cc1ccc(NC(=O)COC(=O)CCC(=O)c2cccs2)c(Br)c1
[45] Cc1c(Cl)cccc1NC(=O)Nc1ccc(C(N)=O)cc1
[46] Cc1ccc(C)c(S(=O)(=O)N2CCN(CC(=O)Nc3sccc3C#N)CC2)c1
[47] O=C(CCCc1nc2ccccc2s1)NC(c1ccccc1)c1ccccc1
[48] COc1ccc(CC(=O)N(C)CC(=O)Nc2ccccc2Cl)cc1S(=O)(=O)N1CCOCC1
Assay by compound	41	42	43	44	45	46	47	48
EBI2 antag	4	6	7	5	-6	8	77*	-8
CCR6 antagonist	12	3	7	7	23	-3	-8	3
APOBEC3G inh	-4	-3	-4	-6	1	1	-5	-7
Gli-Sufu antag	5	-2	18	-2	5	-2	46	-23
CXCR6 block	1	1	15	0	0	-5	-2	4
NR3A LBD binder	-4	-17	-3	0	11*	-4	0	-3
A3A deaminase	-2	0	-2	-5	1	2	-1	-1
MPTP block	37	0.9	0.7	0.7	-0.2	-0.4	0.5	-1.4

[49] COc1cc(C2NC(=O)NC(C)=C2C(=O)OCC2CCCCC2)cc(Cl)c1O (centres undefined)
[50] CC(OC(=O)c1ccc(Cl)cc1)C(=O)NCc1ccc2c(c1)OCO2 (centres undefined)
[51] O=S(=O)(Nc1ccc(-n2cnnn2)cc1)c1cccc(F)c1
[52] O=C1C2C(C(=O)N1c1nccs1)C1C=CC2C12CC2 (centres undefined)
[53] CCCN(CCC)Cc1c(C(=O)N/N=C/c2cccs2)nnn1-c1nonc1N
[54] O=C(N=Nc1c(O)[nH]c2ccc([N+](=O)[O-])cc12)c1ccccc1Cl
[55] Cc1ccccc1NC(=S)NC(NC(=O)C(C)(C)C)C(Cl)(Cl)Cl (centres undefined)
[56] O=c1c2ccccc2nc(-c2ccccc2)n1Cc1ccccc1
Assay by compound	49	50	51	52	53	54	55	56
EBI2 antag	-6	-4	-1	-23	2	4	3	1
CCR6 antagonist	1	3	4	1	7	29	-3	3
APOBEC3G inh	-4	0	-13	4	-8	-6	-7	0
Gli-Sufu antag	-10	-4	-9	-21	12	0	9	-31
CXCR6 block	-4	2	-2	0	0	16	0	-11
NR3A LBD binder	4	2	0	2	-13	-5	-2	-5
A3A deaminase	-2	2	-4	17	-1	-1	-2	1
MPTP block	0.6	-1.3	-1.9	-0.1	0.0	7.7	20	-0.6

In the list so far, these have an NH in an aromatic ring:
[5] Cc1ccc2c(C(=O)CN3CCOCC3)c(C)[nH]c2c1
[13] CC(C(=O)O)c1n[nH]c(=O)c2ccccc12 (centres undefined)
[15] C=CCn1c(SCC(=O)NC2CCCC2)nc2c([nH]c3ccccc32)c1=O
[21] CCCc1cc(=O)[nH]c(SCC(=O)N2CCc3ccccc3C2)n1
[23] O=C(NC1CCCCCC1)C1CCCN(S(=O)(=O)c2cnc[nH]2)C1 (centres undefined)
[28] Cc1n[nH]c(C)c1S(=O)(=O)N1CCCC(C(=O)NC2CCCc3ccccc32)C1 (centres undefined)
[54] O=C(N=Nc1c(O)[nH]c2ccc([N+](=O)[O-])cc12)c1ccccc1Cl
Assay by compound	5	13	15	21	23	28	54
EBI2 antag	8	-3	-7	-2	-5	-6	4
CCR6 antagonist	-2	6	2	-1	2	4	29
APOBEC3G inh	-3	-5	-4	-10	-6	-4	-6
Gli-Sufu antag	-1	4	1	-8	0	11	0
CXCR6 block	10	-6	5	1	-1	-2	16
NR3A LBD binder	4	1	-2	2	0	1	-5
A3A deaminase	-3	-1	-2	-4	-1	-2	-1
MPTP block	-4.0	0.0	1.1	0.6	-1.1	-0.4	7.7

(more compounds)
[57] COc1cccc(NC(=O)CSc2nnc(NC(=O)c3ccco3)s2)c1
[58] CCN1CCN(C(=S)Nc2ccc3nc(N4CCN(CC)CC4)cc(C)c3c2)CC1
[59] CC(C)CC(C(=O)NC1CCCC1)N(Cc1ccc2c(c1)OCO2)C(=O)c1snc(C(N)=O)c1N (centres undefined)
[60] COc1ccc(O)c(/C=N/NC(=S)Nc2cccnc2)c1
[61] CC(C)(C)c1ccc(OCC(=O)N/N=C/c2cc(Br)ccc2OC(=O)c2ccco2)cc1
Assay by compound	57	58	59	60	61
EBI2 antag	-13	1	-9	-9	2
CCR6 antagonist	13	13	6	-17	23
APOBEC3G inh	-2	-3	-5	-5	-4
Gli-Sufu antag	-8	2	-1	5	-10
CXCR6 block	0	-4	-15	3	-3
NR3A LBD binder	7	-1	-1	-3	23*
A3A deaminase	-4	-2	-1	-5	-1
MPTP block	-0.4	0.6	2.8	1.5	-4.7
